SARS 3CLpro inh = SARS-CoV 3CLpro protease inhibition; P0C6X7; recombinant SARS-CoV 3CLpro, quenched FRET peptide cleavage; inhibition, % at 6 µM; 0.14% of 290,000 active; AID 1706; in the data active means inhibition above about 12%
VHR inh abs = inhibitors of human VHR1 phosphatase (DUSP3); P51452; recombinant VHR phosphatase, pNPP absorbance; inhibition, % at 13.3 µM; 0.52% of 290,000 active; in the data active means inhibition above about 50%; further: some compounds called inactive have numbers as strong as hits
Anthrax LF inh2 = blocks Bacillus anthracis lethal factor protease; P15917; multiplex microsphere protease cleavage assay, LF; inhibition, % at 10 µM; 0.12% of 360,000 active; AID 588501; in the data active means inhibition above about 30%; further: plate controls were buffer without enzyme for full effect and enzyme alone for no effect
Target sequence (P15917 whole entry, looked up): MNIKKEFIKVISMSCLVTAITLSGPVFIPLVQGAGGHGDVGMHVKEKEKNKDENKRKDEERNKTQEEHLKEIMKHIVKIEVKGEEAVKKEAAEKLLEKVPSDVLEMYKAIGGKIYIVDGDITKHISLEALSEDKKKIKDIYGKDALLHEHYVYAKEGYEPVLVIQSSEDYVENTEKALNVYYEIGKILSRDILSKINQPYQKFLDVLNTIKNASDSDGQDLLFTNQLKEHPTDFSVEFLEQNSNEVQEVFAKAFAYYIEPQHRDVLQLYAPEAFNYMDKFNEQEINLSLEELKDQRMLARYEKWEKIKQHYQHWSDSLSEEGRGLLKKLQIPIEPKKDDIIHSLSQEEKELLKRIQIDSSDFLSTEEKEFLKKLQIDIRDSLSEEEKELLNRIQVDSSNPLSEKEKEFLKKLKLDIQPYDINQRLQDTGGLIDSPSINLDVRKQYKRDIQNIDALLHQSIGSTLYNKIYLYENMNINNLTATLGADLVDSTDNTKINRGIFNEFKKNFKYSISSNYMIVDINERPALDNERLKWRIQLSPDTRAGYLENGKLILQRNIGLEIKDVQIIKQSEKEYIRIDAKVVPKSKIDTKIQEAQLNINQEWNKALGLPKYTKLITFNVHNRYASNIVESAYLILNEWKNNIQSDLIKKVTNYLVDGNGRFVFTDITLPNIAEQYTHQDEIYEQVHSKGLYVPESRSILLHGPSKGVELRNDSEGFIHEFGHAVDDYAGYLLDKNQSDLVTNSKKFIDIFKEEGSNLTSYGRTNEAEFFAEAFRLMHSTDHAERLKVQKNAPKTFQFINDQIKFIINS
Rv3671c inh = inhibitors of M. tuberculosis serine protease Rv3671c; P9WHR9; inhibition, % at 5.96 µM; 0.048% of 320,000 active; in the data active means inhibition above about 38%;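 further: extracellular domain of Rv3671c used as enzyme; 0% = enzyme with DMSO and 100% = no enzyme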
MazF activator = MazEF (E. coli) toxin RNase activation | P0AE70 | FAM/BHQ RNA-DNA oligo cleavage fluorescence, 5 h | activation, % at 20 µM | 0.32% of 350,000 active; in the data active means activation above about 50%
Target sequence (P0AE70 whole entry, looked up): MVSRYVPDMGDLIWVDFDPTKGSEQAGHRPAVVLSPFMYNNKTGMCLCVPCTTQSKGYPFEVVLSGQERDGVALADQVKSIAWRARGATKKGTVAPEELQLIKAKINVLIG
PfHsp40 yeast = restores yeast growth despite PfHsp40 toxicity; S. cerevisiae expressing PfHsp40, growth rescue, ATP luminescence; growth rescue, % at 12.5 µM; 0.68% of 340,000 active; AID 504582; in the data active means growth rescue above about 28%, passing the limit was not always enough;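 further: yeast W303a lacking pdr1 and pdr3 grown in galactose medium; growth measured after three days at 30 °C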
PriA SSB inh = K. pneumoniae PriA-SSBct interaction inhibition. inhibition, % at 33 µM. AlphaScreen SSBct-PriA binding, biotinylated peptide. 0.6% of 430,000 active. AID 1272365; in the data active means inhibition mostly above about 37%, no sharp cut-off; inactive means mostly below about 20%;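 further: plate controls were negative control peptide for no effect and reference peptide for full effect; strong numbers were not always called active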
BH1578 lux ind = induces V. cholerae light production without autoinducers | V. cholerae BH1578 lux reporter, luminescence, 6 h | activation, % at 18.7 µM | 0.16% of 350,000 active; in the data active means activation mostly above about 9.7%, no sharp cut-off; further: not every result past the cut was called active; inactives centre near 0; reference of the scale not given here
TcdB inh = TcdB glycohydrolase inhibition; TcdB glycohydrolase enzymatic assay, plate reader; P18177; 0.24% of 350,000 active; inhibition, % at 9.99 µM; in the data active means inhibition above about 10%
Yp Topo-I inh = Y. pestis Topo-I inhibition via cleavage products | 0.064% of 360,000 active | Y. pestis Topo-I cleavage product accumulation, plate reader | AID 504884 | activity, % at 10 µM; in the data active means activity above about 50%, passing the limit was not always enough; further: inactives centre near 2
Active calls of the source: *; i = inactive; nt = not tested or not shown; & = joins results of further samples.

SMILES	SARS 3CLpro inh	VHR inh abs	Anthrax LF inh2	Rv3671c inh	MazF activator	PfHsp40 yeast	PriA SSB inh	BH1578 lux ind	TcdB inh	Yp Topo-I inh
Cc1ccc(C)c(-n2nnnc2SCC(=O)c2c(N)n(C)c(=O)n(C)c2=O)c1	-3	-6	nt	3	nt	nt	nt	nt	1.8	nt
CCCCNC(=S)N(CCO)Cc1cc2cc3c(cc2[nH]c1=O)OCCO3	3	34	-11	-5	4	-1.0	-3	-2.0	-1.9	10
CCS(=O)(=O)N1CCC2(CC1)OCCN2S(=O)(=O)c1ccccc1	nt	nt	-9	nt	0	nt	nt	-0.2	1.4	1
COc1ccc(CNC(=O)c2sc(=O)n(Cc3cc(C(C)=O)ccc3OC)c2C)cc1	nt	nt	-5	nt	nt	nt	nt	-0.4	-0.3	-1
O=C(NC(=S)NCCN1CCOCC1)c1ccc(Cl)cc1Cl	1	6	-1	3	3	-0.6	-8	-0.1	nt	0
O=C(CN1C(=O)NC2(CCCCC2)C1=O)Nc1ccc(N2CCOCC2)cc1	0	-4	-2	-3	1	-0.6	-8	6.7	nt	0
C=CCn1c(O)c(/C(C)=N/N2CCCCCC2)c(=O)[nH]c1=O	-2	16	-18	2	9	-1.3	nt	-0.8	1.9	11
CC(C)c1ccc(C(=O)NCCCc2ccccc2)cc1	4	-6	-6	2	3	0.9	-23	0.4	nt	-10
O=C(NC1CCCC1)C(=O)c1c[nH]c2ccccc12	-4	40	2	-9	4	-1.9	15	-0.2	0.2	-2
COCCNc1oc(/C=C/c2ccccc2OC)nc1S(=O)(=O)c1ccccc1	5	-14	-1	-2	-37	0.4	-29	-0.3	0.3	28
CCN1C(=O)/C(=C\C=C\c2ccccc2[N+](=O)[O-])SC1=S	2	12	20	nt	1	-1.6	15	0.1	1.3	6
COc1ccc2nc(N)sc2c1	-1	5	-2	0	-1	0.1	-14	-0.4	nt	-7
CN1N=C(c2ccc(F)c(F)c2)CSC1=NCc1ccccc1	-3	7	-2	6	0	0.9	-4	i	-1.0	-1
Cc1cc(=O)oc2cc(OCC(=O)N3CCC(O)CC3)c(Cl)cc12	-2	-9	-4	-3	8	-1.1	-4	i	0.6	3
NC[C@@H]1O[C@H](C23CC4CC(CC(C4)C2)C3)Cc2c1ccc(O)c2O	nt	18	-6	1	24	1.1	27	i	-23	-15
CC1CCC2(CC1)NC(=O)N(CC(=O)Nc1ccccc1-c1ccccc1)C2=O (stereo unspecified)	1	22	1	2	-3	2.0	2	-0.3	-0.6	-14
O=C(c1ccc(S(=O)(=O)Nc2cccc(C(F)(F)F)c2)cc1)N1CCN(c2ccccc2O)CC1	nt	nt	0	3	-1	0.3	3	-0.3	0.7	11
CCN(CC)CCCn1c2c(c(SCC(=O)Nc3cc(C)cc(C)c3)nc1=O)CCC2	nt	nt	0	nt	-2	nt	nt	-0.2	-3.7	-2
CCC(=O)Nc1c2c(nn1-c1ccc([N+](=O)[O-])cc1)CS(=O)(=O)C2	4	-5	2	9	5	-2.2	-2	i	0.4	0
CC(C)CC(NC(=O)OC(C)(C)C)c1cn([C@@H](Cc2ccc(O)cc2)C(=O)N2CCN(C(=O)OC(C)(C)C)CC2)nn1 (stereo partly specified)	-4	3	-3	-11	10	2.9	3	-5.0	1.3	20
COc1ccc(-c2cn(Cc3ccc(C(=O)NCc4ccc(C)cc4)cc3)c(C(C)N)n2)cc1 (stereo unspecified)	nt	nt	-1	-4	7	-2.2	7	i	0.8	3
COc1ccc(-c2cc(C(F)(F)F)n3nc(C(=O)Nc4c(C)n(C)n(-c5ccccc5)c4=O)cc3n2)cc1	-3	22	-2	nt	5	1.0	-3	-0.4	0.6	14
Cc1ccc(C(=O)OCC(=O)Nc2ccc3c(c2)OCO3)o1	3	40	5	7	-5	0.0	5	i	nt	-2
O=C(NCCCNC(=O)c1cncc(O)c1)c1cncc(O)c1	-1	6	-5	3	8	0.1	1	0.0	1.1	7
COC(=O)[C@@H](Cc1c[nH]c2ccccc12)NC(=O)CCC(=O)c1ccc(F)cc1	4	-2	5	-2	2	-1.1	-6	0.5	-0.3	2
CC(C)c1nc(SCC(=O)Nc2cccc(C(F)(F)F)c2)c2c(=O)n(C)c(=O)n(C)c2n1	-4	1	-6	4	-1	-0.7	-2	-0.6	1.1	0
C/C(=N\NC(=O)CC#N)c1cc2ccccc2oc1=O	-4	-1	1	-8	0	-2.0	nt	-0.4	nt	0
Cc1ccsc1C1CC(=O)Nc2ccccc2S1 (stereo unspecified)	-1	17	-21	4	0	1.4	2	i	4.3	-10
OCCCN1c2ccccc2Nc2nnc(-c3ccccc3)cc21	1	17	-3	-3	0	5.0	-3	-0.1	nt	4
O=C(C1CCC(CNS(=O)(=O)c2cccc3nsnc23)CC1)N1CC=C(c2ccccc2)CC1 (stereo unspecified)	-2	-14	-10	-2	-7	1.5	2	-0.3	1.3	35
COc1ccc(OC)c(/C(C)=N/Nc2ccc(C(=O)O)cc2)c1	3	-10	0	-8	1	0.0	nt	-0.3	-4.2	4
O=C(COc1cc(Cl)c(Cl)cc1Cl)Nc1ccncc1	-6	5	-6	-24	1	-1.4	-9	-0.3	nt	3
CN(C)c1ccc(C(=O)OCC(=O)NCCNC(=O)COC(=O)c2ccc(N(C)C)cc2)cc1	4	-7	2	7	6	-0.7	-6	i	0.6	3
O=C(Nc1ccc(Cl)cc1)Nc1nnc(-c2ccncc2)s1	-4	48	-2	-5	4	-1.2	-10	-0.2	nt	6
CSc1ncc(Cl)c(C(=O)Nc2ccccc2Cl)n1	4	18	-1	-13	-9	1.5	-8	-0.1	nt	15
COc1ccc(NC(=O)CN2CCN(C(=O)c3ccco3)CC2)c(OC)c1	-3	27	-2	-6	9	0.3	1	3.2	nt	5
CCCn1c(/N=C/c2cc(OC)ccc2O)nc2ccccc21	-3	20	-9	1	4	-1.3	nt	i	nt	5
Cc1cc(C)n(-c2ccc(C(=O)Nc3ccc(C)c(S(=O)(=O)N(C)C)c3)cc2)n1	-6	-10	0	-12	4	1.2	-2	i	nt	7
CC(C)c1ccccc1NC(=O)c1ccco1	-3	nt	0	5	-2	-0.2	-27	-3.6	0.2	13
COc1ccccc1CCN1C(=S)NC(C)(C)CC1(C)O (stereo unspecified)	-6	17	-2	-6	1	0.4	-17	-1.6	nt	3
CC1(C)CC(=O)C2=C(C1)NC1=C(C(=O)c3ccccc31)C2c1ccc(O)cc1 (stereo unspecified)	-5	10	1	12	1	-0.6	50*	0.2	nt	5
Cc1ccccc1N(CC(=O)NC1CCCCC1)C(=O)c1csnn1	8	7	-2	7	5	0.0	-17	i	1.2	-4
CCn1nc(C(=O)N2CCc3ccccc3C2)c2ccccc2c1=O	0	17	1	0	-6	0.4	3	-0.1	nt	-10
COc1cc(OC)c(C2Oc3nc(SC)nnc3-c3ccccc3N2C(C)=O)cc1OC (stereo unspecified)	0	-10	-5	-5	11	-0.9	1	0.4	0.0	3
O=C1NC(C(=O)O)=CC(c2ccc([N+](=O)[O-])cc2)N1 (stereo unspecified)	1	-8	nt	0	5	-0.5	-9	0.2	1.1	-7
Cc1cc(Cl)ccc1OCC(=O)NNC(=O)c1cccnc1	0	-14	0	-1	-2	1.6	7	-0.2	0.8	3
CCOC(=O)c1cc2c(cn1)[nH]c1ccccc12	3	-7	0	-3	5	0.0	-4	i	-0.4	5
O=C(Nc1ccc(Cl)cc1)NC1CCCCC1Cc1ccco1 (stereo unspecified)	1	-10	-8	-36	7	226*	-19	-0.3	nt	-1

Reprinted from the part before: four entries, then new ones.
SMILES	SARS 3CLpro inh	VHR inh abs	Anthrax LF inh2	Rv3671c inh	MazF activator	PfHsp40 yeast	PriA SSB inh	BH1578 lux ind	TcdB inh	Yp Topo-I inh
O=C1NC(C(=O)O)=CC(c2ccc([N+](=O)[O-])cc2)N1 (stereo unspecified)	1	-8	nt	0	5	-0.5	-9	0.2	1.1	-7
Cc1cc(Cl)ccc1OCC(=O)NNC(=O)c1cccnc1	0	-14	0	-1	-2	1.6	7	-0.2	0.8	3
CCOC(=O)c1cc2c(cn1)[nH]c1ccccc12	3	-7	0	-3	5	0.0	-4	i	-0.4	5
O=C(Nc1ccc(Cl)cc1)NC1CCCCC1Cc1ccco1 (stereo unspecified)	1	-10	-8	-36	7	226*	-19	-0.3	nt	-1
CCC(C)(C)n1nnnc1CN1CCC(c2nc3ccc(C)cc3[nH]2)CC1	3	36	-2	5	-3	1.1	1	-0.4	nt	3
COc1ccc(CN(C)C[C@H]2Oc3c(NC(=O)Nc4ccccc4)cccc3C(=O)N([C@H](C)CO)C[C@@H]2C)cc1	nt	nt	-3	-1	8	1.9	-16	i	-0.6&-0.6	10
Cc1cccc(C(=O)NNC(=O)CN2C(=O)c3ccccc3C2=O)c1	4	5	-3	1	3	-1.3	-8	i	1.2	1
Cn1nc(C(=O)N2CCN(c3ccc(Cl)cc3)CC2)c2c1-c1ccccc1S(=O)(=O)C2	5	-4	-2	0	11	9.7	-1	0.3	0.6	5
CCOC(=O)Cc1cc(=O)[nH]c(Nc2nc3ccccc3o2)n1	1	17	-5	-2	-7	-0.2	-5	6.7	nt	5
CCn1ncc(C2=NOC(C(=O)N3CCC(C(N)=O)CC3)C2)c1C (stereo unspecified)	nt	3	-7	1	3	0.4	-9	i	nt	-9
CCOC(=O)c1c(C)n(CC(O)c2ccccc2)c2ccc(O)cc12 (stereo unspecified)	-1	14	-3	7	-4	-0.8	-7	-0.6	nt	-1
Cc1ccccc1NS(=O)(=O)c1ccc(C(=O)N2CCN(S(=O)(=O)c3ccccc3)CC2)cc1	nt	nt	nt	-2	2	1.3	-18	-0.7	-1.4	24
Cc1cc(C)nc(N(C#N)CCOc2ccc(Cl)cc2)n1	-2	-3	-1	-10	-17	0.4	-25	nt	0.9	-5

An excerpt of these results, in markdown.
| Molecule | SARS 3CLpro inh | VHR inh abs | Anthrax LF inh2 | Rv3671c inh | MazF activator | PfHsp40 yeast | PriA SSB inh | BH1578 lux ind | TcdB inh | Yp Topo-I inh |
| --- | --- | --- | --- | --- | --- | --- | --- | --- | --- | --- |
| O=C(NC(=S)NCCN1CCOCC1)c1ccc(Cl)cc1Cl | 1 | 6 | -1 | 3 | 3 | -0.6 | -8 | -0.1 | nt | 0 |
| CSc1ncc(Cl)c(C(=O)Nc2ccccc2Cl)n1 | 4 | 18 | -1 | -13 | -9 | 1.5 | -8 | -0.1 | nt | 15 |

High-throughput results: PubChem BioAssay, several laboratories

Some of the compounds tested; count on the stated rates, not on these rows.
